Source: PubChem BioAssay
ERAP1 HTS inh: ERAP1 (human) enzyme inhibition | recombinant ERAP1, Leu-AMC fluorescence, 60 min | 340,000 tested, 0.15% active | inhibition, % at 10.7 µM;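 active = mean replicate inhibition of at least 30%, or all replicates individually reaching that 30% level; inactive = mean below 30% and not every replicate reaching it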;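 note: 0% = neutral control wells and 100% = L-leucinethiol positive control wells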
SIRT5 block: sirtuin-5 (human) deacylase inhibition. Purified SirT5, succinyl-peptide AMC, trypsin-coupled fluorescence. inhibition, % at 15 µM. 330,000 tested, 1.1% active. AID 652115; in the data active = inhibition above about 15%; inconclusive = no clear call, values can overlap the other calls
Target sequence (Q9NXA8 whole entry, looked up): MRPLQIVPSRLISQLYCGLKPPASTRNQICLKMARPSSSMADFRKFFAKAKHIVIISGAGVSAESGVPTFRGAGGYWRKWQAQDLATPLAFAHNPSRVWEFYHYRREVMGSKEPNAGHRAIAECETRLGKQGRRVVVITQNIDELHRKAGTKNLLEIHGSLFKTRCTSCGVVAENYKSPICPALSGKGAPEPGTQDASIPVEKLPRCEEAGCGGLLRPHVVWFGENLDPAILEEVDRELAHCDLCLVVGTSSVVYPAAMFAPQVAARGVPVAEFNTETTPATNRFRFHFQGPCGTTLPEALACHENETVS
CFTR F508del cor: CFTR F508del correction in bronchial cells; activity (quench increase), % at 7.58 µM; CFBE cells, YFP halide quenching; stimulated with forskolin plus potentiator P3; % fluorescence drop versus neutral controls; 350,000 tested, 0.36% active;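 active = mean added fluorescence quench of at least 8% versus neutral control, with both replicates also reaching 8%; inconclusive = only one of the mean or replicate conditions met; inactive = mean below 8% and not both replicates reaching 8%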;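 note: cells transiently co-express mutant CFTR-F508del with the halide-sensitive YFP; corrector assay measuring rescue of mutant channel to the surface after 24 h compound exposure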
CASP6 VEID inh: inhibitors of human caspase-6; inhibition, % at 12.5 µM; 350,000 tested, 0.53% active; purified caspase-6, Z-VEID-R110 cleavage fluorescence;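 active = mean inhibition across replicates at least about 35%, with every replicate also reaching that limit, limit read from the data; inconclusive = only one of the two criteria met; inactive = neither criterion met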;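 note: 0% = median of neutral control wells and 100% = no fluorescence left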
Target sequence (P55212 24-179 limits assumed): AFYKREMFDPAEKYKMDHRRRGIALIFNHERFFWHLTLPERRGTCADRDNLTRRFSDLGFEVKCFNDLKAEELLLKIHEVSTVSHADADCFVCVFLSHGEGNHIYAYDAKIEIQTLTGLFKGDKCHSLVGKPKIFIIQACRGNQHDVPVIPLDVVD
Target sequence (P55212 194-293 limits assumed): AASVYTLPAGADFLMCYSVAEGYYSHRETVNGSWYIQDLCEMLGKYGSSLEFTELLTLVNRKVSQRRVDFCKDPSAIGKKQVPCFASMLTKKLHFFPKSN
miR-122 sensor: blocks miR-122 activity in Huh7 sensor cells | Huh7 miR-122 Renilla luciferase sensor, 48 h; neutral wells = 0, positive control = 100 | activation (reporter increase), % at 12.5 µM | 340,000 tested, 0.3% active;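 active = mean replicate activation score at least 90 and every replicate individually at or above 90; inconclusive = only one of the two criteria met; inactive = neither criterion met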;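 note: higher luciferase means less miR-122 activity so hits act as miR-122 inhibitors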
ERp5 block: blocks human ERp5 reductase activity on insulin; ERp5 insulin aggregation, absorbance 650 nm, 90 min; inhibition, % at 9.99 µM; 350,000 tested, 0.05% active; AID 651711;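 active = mean replicate inhibition above about 25%, with every replicate also reaching it, limit read from the data, passing the limit was not always enough; inconclusive = only one of those two criteria met; inactive = neither criterion met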
Target sequence (Q15084 whole entry, looked up): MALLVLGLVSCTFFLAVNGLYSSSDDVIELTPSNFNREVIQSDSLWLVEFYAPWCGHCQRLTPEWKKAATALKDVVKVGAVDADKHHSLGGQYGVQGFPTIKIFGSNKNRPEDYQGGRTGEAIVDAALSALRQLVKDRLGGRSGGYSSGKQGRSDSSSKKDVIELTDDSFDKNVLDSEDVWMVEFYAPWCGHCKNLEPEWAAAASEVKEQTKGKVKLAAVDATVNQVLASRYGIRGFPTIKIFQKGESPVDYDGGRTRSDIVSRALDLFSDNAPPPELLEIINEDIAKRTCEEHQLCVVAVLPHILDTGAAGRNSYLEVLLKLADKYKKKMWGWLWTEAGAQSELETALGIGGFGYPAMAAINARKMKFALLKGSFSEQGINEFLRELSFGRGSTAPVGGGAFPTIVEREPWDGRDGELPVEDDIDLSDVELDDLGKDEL
DENV2 CPE: inhibitors of DENV2 cytopathic effect | DENV2-infected cells, cytopathic effect rescue, plate reader | CPE inhibition, % at 9.99 µM | 350,000 tested, 1.7% active; in the data active = CPE inhibition above about 20%, passing the limit was not always enough; inconclusive = no clear call, values can overlap the other calls; tested in BHK-21 cells;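 note: 0% = median of neutral control wells and 100% = median of positive control wells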
Starred values were filed as active, the others as inactive; u = inconclusive; x = no result given; & = joins results of further samples; [ ] = remark or other dose. Rows were taken by chance; 4% or so of the library scored in one or more.

SMILES	ERAP1 HTS inh	SIRT5 block	CFTR F508del cor	CASP6 VEID inh	miR-122 sensor	ERp5 block	DENV2 CPE
O=C(Cc1ccc(NC(=O)C2CCCN(C(=O)C3CCCCC3)C2)cc1)Nc1cccc(C(=O)N2CCCC2)c1 (stereo not given)	-3	-4	4.5	-3	5	4	15
CC(C)(CC(=O)O)CC(=O)N1CCCN(c2nc3ccc(Cl)cc3s2)CC1	-10	4	-0.9	-6	x	-2	-2
CCOC(=O)C[C@H]1c2ccc(C(F)(F)F)cc2S(=O)(=O)N1c1cccc(OC)c1	-4	1	-0.9	2	x	-2	-10
O=C(Cn1ncc2c3ccccc3n(Cc3cccc(Cl)c3)c2c1=O)NCc1ccccn1	-3	-1	-0.5	0	4	-2	0
O=C(Nc1ccncc1)Nc1cccc(Cl)c1Cl	-4	1	-3.6	-2	6	7	-9
CN(C)CCN(C)C1CN(C2CCCC2)S(=O)(=O)C1 (stereo not given)	x	-5	5.2	-13	-6	-4	15
O=C(N/N=C/c1c[nH]c2c1ccc1ccccc12)c1ccc([N+](=O)[O-])cc1	1	-2	-2.6	4	x	-6	-4
Cc1cc(=O)oc2cc(OCc3ccc(C(=O)N4CCN(c5ccccc5)CC4)cc3)ccc12	-4	x	-1.6	1	x	5	8
COCCN(C[C@@H]1[C@@H](c2ccccc2)[C@@H](CO)N1C(C)=O)C(=O)c1cccnc1	0	5	0.1	0	8[16.7 µM]	-3	-8
O=C(NC(=S)Nc1ccccc1N1CCN(C(=O)c2ccccc2)CC1)c1cccs1	3	0	1.6	-1	x	-2	-1
CN(C)c1ccc(/C=N/N=C(N)N)cc1[N+](=O)[O-]	-22	2	3.0	x	x	-6	0
O=C(C1CCCCC1)N1C[C@@H]2N[C@H](C1)C2c1ccc(-c2ccccc2F)cc1 (stereo not given in full)	-2&-3	3&1	-1.9&-1.4	1&3	x	-1&-2	-1&-3
CCOC(=O)c1ccc(NC(=O)CCSCCc2ccccn2)cc1	-2	-2	0.2	0	-8	-1	1
CC(C)NC(=O)N(C)C[C@@H]1Oc2ncc(-c3cccc(C#N)c3)cc2C(=O)N([C@@H](C)CO)C[C@H]1C	1	-8	-2.9	2	-8[16.7 µM]	-5	7
CC(C)C#Cc1ccc([C@@H]2[C@H](CO)N3CCCCN(CC4CC4)C[C@@H]23)cc1	-3	-2	1.1	-1	-27[16.7 µM]	6	22*
C/C=C/c1ccc([C@@H]2[C@H](CO)N(Cc3cncnc3)C23CN(C(C)=O)C3)cc1	-4	0	-0.1	-3	x	-3	-10
COc1ccc(S(=O)(=O)N(C)C[C@H]2Oc3c(NS(=O)(=O)c4ccc(Cl)cc4)cccc3C(=O)N([C@H](C)CO)C[C@@H]2C)cc1	x	x	-1.8	x	1[16.7 µM]	x	u
COc1ccc([N+](=O)[O-])cc1NC(=O)COC(=O)Cn1cnc2ccccc2c1=O	0	0	4.2	-2	-14	-3	-4
Cc1noc(C)c1NC(=O)N1C[C@@H](O)COC[C@H]2O[C@H](CC(=O)NCC3CCCCC3)CC[C@@H]21	2	0	-0.2	-1	10[16.7 µM]	-4	2
CO[C@H]1CN(C)C(=O)c2cc(NC(=O)Nc3cc(F)ccc3F)ccc2OC[C@@H](C)N(C(=O)c2cnccn2)C[C@@H]1C	1	x	0.0	-2	x	12	3
CCC(=O)N1CC(=O)N2[C@H](CO)[C@H](c3ccc(C#CC4CCCCC4)cc3)[C@@H]2C1	-3	-2	-0.3	0	x	4	9
O=C(O)C1CCC(NSc2ccccc2[N+](=O)[O-])CC1 (stereo not given)	1	1	0.3	1	x	2	10
CC(=O)N1c2ccc(S(=O)(=O)NCC3CCC(C(=O)NC4CCCCC4)CC3)cc2CC1C (stereo not given)	-2	-1	3.9	1	x	-3	-1
Cc1oc2c(C)c3oc(=O)c(CCC(=O)NCCCn4ccnc4)c(C)c3cc2c1C	0	1	-4.1	-5	-6	-2	-17
Cc1ccc(C(=O)c2c3ccc(C(F)(F)F)cc3nn2CCC(N)=O)cc1	0	-3	-0.3	6	x	0	x
SMILES	ERAP1 HTS inh	SIRT5 block	CFTR F508del cor	CASP6 VEID inh	miR-122 sensor	ERp5 block	DENV2 CPE
O=C(C[n+]1cccc2ccccc21)c1ccc(Br)cc1	0	1	0.0	2	5	2	-3
CCC(C)N1C(=O)/C(=C/c2c(NCCCOC(C)C)nc3c(C)cccn3c2=O)SC1=S (stereo not given)	2	-3	x	-4	1	20	x
CCN=C1NC(c2ccc(C(F)(F)F)cc2)C(C(=O)OC)=C(C)N1Cc1ccccc1C(F)(F)F (stereo not given)	1	0	-0.8	10	x	4	1
C[C@H]1CN([C@@H](C)CO)C(=O)Cc2cc(NS(=O)(=O)c3ccc(Cl)cc3)ccc2O[C@@H]1CN(C)CC1CC1	1	2	3.1	1	-4[16.7 µM]	0	4
CCOc1ccccc1CN1CCN(CC2CC2)CC1CCO (stereo not given)	-3	-1	0.3	1	-3	2	-2
COc1cccc(Nc2ncnc3sccc23)c1	3	4	-2.9	4	-3	-1	-1
COC(=O)[C@]1(Cc2ccccc2)N[C@H](CN(C)S(=O)(=O)c2ccc(OC(F)(F)F)cc2)[C@@H]2C(=O)N(C)C(=O)[C@@H]21	x	0	-1.3	1	x	-5	-7
COc1ccc(NC(=O)N(C)C[C@@H]2Oc3ccc(NS(=O)(=O)c4ccccc4)cc3CC(=O)N([C@@H](C)CO)C[C@H]2C)cc1	-1	1	0.7	0	-1[16.7 µM]	8	-6
Cc1oc(-c2cc3c(cc2Cl)OCO3)nc1CN1CCCC1c1ccc(F)cc1 (stereo not given)	1	-6	x	-1	x	1	-3
CN(C)C(=O)c1cccc(-c2ccc([C@@H]3[C@H](CO)N4CCCCN(C(=O)C5CCC5)C[C@@H]34)cc2)c1	-2	-2	-1.4	-1	4[16.7 µM]	0	11
FC(F)(F)c1cc(Nc2ccccc2)nc(-c2ccccn2)n1	-7	-6	0.9	0	12	6	-2
Clc1ccc(-n2nnc(-c3cccnc3Cl)n2)cc1Cl	2	x	2.3	16	-7	-5	x
CCCC#Cc1ccc([C@@H]2[C@@H](CO)N3CCCCN(S(=O)(=O)CC)C[C@H]23)cc1	2	12	4.5	-2	2[16.7 µM]	-3	-3
CCC(OC(=O)C(C)N1C(=O)C(=O)c2ccccc21)C(=O)Nc1ccccc1OC (stereo not given)	2	-2	-1.0	-3	6	1	4
C[C@@H]1CN([C@@H](C)CO)C(=O)c2cccc(NC(=O)C3CC3)c2O[C@H]1CN(C)C(=O)Nc1ccccc1	3	1	-3.1	-2	10[16.7 µM]	-1	-6
CCOC(=O)[C@@H]1[C@H]2COc3ccccc3[C@H]2N2C(=O)N(c3ccc(F)cc3)C(=O)[C@]12C	2	-4	-0.3	6	1	-3	x
CCc1nc(NC(=O)NS(=O)(=O)c2ccccc2C(=O)OC)nc(OC)n1	-4	-2	3.6	-1	x	-3	0
O=C(C[C@@H]1C[C@@H]2c3cc(NS(=O)(=O)c4ccccc4)ccc3O[C@@H]2[C@H](CO)O1)NC1CCCCC1	0	-5	1.6	-1	1[16.7 µM]	-4	-8
CC1(C(=O)NS(=O)(=O)c2ccc(C#N)cc2)CCN1C(=O)CCC1CCCC1 (stereo not given)	-2	-4	-4.1	1	-3	2	5
O/N=C1\CCCc2ccc3ccccc3c21	2	-4	0.5	1	x	0	u
O=[N+]([O-])c1ccc(N2CCN(C(=S)Nc3cccc(F)c3)CC2)cc1	3	-3	0.6	7	-1	1	7
O=C(Cc1ccc(Cl)cc1)Nc1ccc(Cl)cn1	-3	5	-0.1	0	-2	1	-3
Cc1ccc(S(=O)(=O)N2CC3(C)CN(S(=O)(=O)c4ccc(C)cc4)CC(C)(C2)C3)cc1	2	3	0.1	-3	-1	1	1
Cc1ccnc(NC(c2ccccc2)c2ccc3cccnc3c2O)c1 (stereo not given)	1	0	-0.5	0	11	9	-15
C[C@H](NC(=O)C[C@@H]1C[C@H]2c3cc(NC(=O)C4CCC4)ccc3O[C@H]2[C@@H](CO)O1)c1ccccc1	0	0	-2.6	1	-3[16.7 µM]	-3	-1

Brought forward from above: three compounds, followed by the next part.
SMILES	ERAP1 HTS inh	SIRT5 block	CFTR F508del cor	CASP6 VEID inh	miR-122 sensor	ERp5 block	DENV2 CPE
Cc1ccc(S(=O)(=O)N2CC3(C)CN(S(=O)(=O)c4ccc(C)cc4)CC(C)(C2)C3)cc1	2	3	0.1	-3	-1	1	1
Cc1ccnc(NC(c2ccccc2)c2ccc3cccnc3c2O)c1 (stereo not given)	1	0	-0.5	0	11	9	-15
C[C@H](NC(=O)C[C@@H]1C[C@H]2c3cc(NC(=O)C4CCC4)ccc3O[C@H]2[C@@H](CO)O1)c1ccccc1	0	0	-2.6	1	-3[16.7 µM]	-3	-1
Cc1noc(C)c1S(=O)(=O)Nc1ccc2c(c1)C(=O)N([C@H](C)CO)C[C@@H](C)[C@H](CN(C)S(=O)(=O)c1c(C)noc1C)OCCCC[C@@H](C)O2	-1	3	-1.0	-1	-9[16.7 µM]	1	16
CCN1CCN(C(=O)C2CCN(S(=O)(=O)c3cc(Cl)ccc3Cl)CC2)CC1	-1	3	0.3	-4	-4	5	u
CCOc1ccccc1CN1CCN(Cc2cc(=O)c3ccccc3[nH]2)CC1CCO (stereo not given)	-2	4	0.5	2	-6	0	-6
Cc1ccc(OCCOC(=O)c2c(-c3ccccc3)noc2C)cc1	-1	-2	0.3	1	16	0	-2
CCOc1ccc(NC(=O)CSc2nc3ccsc3c(=O)n2CCC(=O)O)cc1	-5	-3	-4.7	5	-3	x	-5
COc1ccc(C(=O)Nc2cccc(-c3nc4ncccc4o3)c2C)cc1	1	10	x	-2	x	9	x
COc1ccc(NC(=O)Nc2ccc3c(c2)OC[C@H](C)NC[C@H](C)[C@H](OC)CN(C)C3=O)cc1	1	-2	x	0	1[16.7 µM]	2	1
COc1ccccc1CNC(=O)C[C@H]1C[C@@H]2c3cc(NS(C)(=O)=O)ccc3O[C@@H]2[C@@H](CO)O1	2	-1	1.8	1	-3[16.7 µM]	7	-1
COC(=O)C(=Cc1ccncc1)c1cccc2ccccc12	-1	x	-0.8	3	x	-2	-1
CC(=O)Nc1ccc(S(=O)(=O)N(C)CC(=O)OC(C)C(=O)NC2(C#N)CCCCC2)cc1 (stereo not given)	1	x	-1.9	-1	1	1	-1
CC(=O)Nc1ccc(Nc2c([N+](=O)[O-])c(=O)n(-c3ccccc3)c3ccccc23)cc1	1	-2	-0.1	3	-1	-9	-6
CCNC(=O)[C@@H]1[C@@H](CO)[C@@H]2Cn3c(ccc(-c4cccc(F)c4)c3=O)[C@@H]2N1Cc1nccs1	1	-15	-0.6	1	4[16.7 µM]	-6	-9
COc1ccc(N2CC(C(=O)N[C@@H](CC(C)C)C(=O)NC3CCCCC3)CC2=O)cc1 (stereo not given in full)	2	-3	0.7	0	x	5	-5
N/C(=N\OC(=O)c1ccc(F)cc1)c1ccc(Br)cc1	3	-1	2.4	2	0	3	-1
COC(=O)CCCC(=O)NC1CC(C)(C)Cc2c1cnn2-c1ccc(C)cc1 (stereo not given)	0	1	-3.0	-1	1	2	-2
O=C(CSc1nnc(CNC(=O)c2cccs2)o1)NCC1CCCO1 (stereo not given)	16	-4	x	9	-4	0	-4
CC(=O)Oc1cccc2c1C(=O)c1c(OC(C)=O)cc(C(=O)O)cc1C2=O	4	6	1.7	x	0	4	-2
COc1cccc(CN(C)C(c2ccccc2)c2ccccc2)c1OC	-2	-1	4.2	2	-1	2	-1
CCOc1ccc2[nH]c3c(NCCN(C)C)ncnc3c2c1	2	0	-1.3	-7	-11	1	0
COc1ccc(C)c(NC(=O)NCCc2cnc[nH]2)c1	-1	-1	0.9	0	3	7	3
Cc1cccc(NC(=O)CN(c2ccc(C(C)C)cc2)S(=O)(=O)c2c(C)nn(C)c2C)n1	1	0	-4.9	0	0	3	-6
CCOC(=O)C1=C[C@@H](C)N(S(=O)(=O)c2ccc(C)cc2)[C@H]1c1ccccc1	-1	2	-0.2	3	6	-9	-3
CCOC(=O)C1=NNC(C(=O)c2ccccc2)C1c1ccc(C)cc1 (stereo not given)	x	-2	-0.4	0	x	-11	4
Cc1ccn2cc(-c3cccc(NC(=O)c4cccs4)c3)nc2c1	-4	-2	0.9	3	x	-1	-3
CCCNC(=O)C1(C)CCN(Cc2ccc(-c3ccccc3)o2)C1 (stereo not given)	-3	0	-0.8	0	-1	-1	-10
